IL1B NFkB inh = blocks IL-1B driven NFkB nuclear translocation in HUVEC cells. HUVEC IL-1B NFkB p65 nuclear translocation imaging. inhibition, % at 2 µM. actives 0.43% (n = 94,000);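 active = inhibition above about 30% together with a positive call from visual inspection of the well image, limit read from the data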;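 also: nuclear over cytoplasmic p65 intensity ratio measured by imaging; 0% = IL-1B stimulated DMSO wells and 100% = unstimulated DMSO wells; values of inactives mirror those of a sister screen read the other way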
Bcl-B TR3 displacers = displacers of TR3 peptide from Bcl-B, primary screen, selectivity assay for Bfl-1 inhibitor project, biochemical, fluorescence polarization | FP displacement of FITC-TR3 peptide from Bcl-B; higher % means a stronger effect | displacement, % at 20 µM; hits with a dose series show IC50 in µM | actives 0.11% (n = 96,000);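 active = displacement above 50% at 20 µM plus a fluorescence interference ratio under 1.5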;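 also: plate controls were wells without compound for no effect and wells lacking Bcl-B protein for full effect; a part of the inactive calls stands beside numbers as strong as those of hits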
MRP reversal = compounds reversing MRP-mediated drug resistance; H69AR cells + 2 uM doxorubicin, CellTiter-Glo, 72 h; differential viability (reversal), % at 10 µM; actives 0.04% (n = 85,000); AID 602;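 active = viability drop by adding the cancer drug above about 55%, with treated viability meeting a 40% cutoff, limit read from the data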;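 also: viability without doxorubicin minus viability with 2 µM doxorubicin for each compound; larger differential means the compound sensitizes cells more to doxorubicin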
PLAP inhibitors HTS = inhibition of human placental alkaline phosphatase – biochemical, luminescence, HTS (AID 690) | purified PLAP, luminescent substrate; higher % means a stronger effect | inhibition, % at 20 µM, or IC50 in µM where a hit was titrated | actives 0.08% (n = 96,000); in the data active = a potency from the dose series; inactive = the rest, 99 in 100 with inhibition below about 30%; also: strong numbers were not always called active
IL1B NFkB pot = enhances IL-1B driven NFkB nuclear translocation; activation, % at 2 µM; actives 0.3% (n = 94,000); AID 819; HUVEC IL-1B NFkB p65 nuclear translocation imaging;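 active = activation above 40%, about the mean plus 3 SD, also judged a hit on visual image review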;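 also: percent activation is computed from the nuclear over cytoplasmic p65 intensity ratio; values of inactives mirror those of a sister screen read the other way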
MRP reversal cytotoxicity = further read-out of MRP reversal, marked with its call; viability, %; H69AR cells, CellTiter-Glo, 72 h; measured here: cytotoxicity without doxorubicin
MRP reversal with doxorubicin = also measured in MRP reversal; calls as there; viability, %; measured here: viability with 2 uM doxorubicin; active compounds read low
IL1B NFkB inh cell count 2 µM = recorded beside IL1B NFkB inh, whose call it bears; cell count; measured here: cells passing quality filter;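 raw number of nuclei counted in each imaged well without normalization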
IL1B NFkB pot cell count 2 µM = also measured in IL1B NFkB pot; calls as there; cell count; measured here: cells passing quality filter
* hit, by the source's call; · = no result given. These rows are one share of the data; the hit share may differ from the screen's.

SMILES	IL1B NFkB inh	IL1B NFkB inh cell count 2 µM	Bcl-B TR3 displacers	MRP reversal	MRP reversal cytotoxicity	MRP reversal with doxorubicin	PLAP inhibitors HTS	IL1B NFkB pot	IL1B NFkB pot cell count 2 µM
O=C(CN1C(=O)c2ccccc2C1=O)N1CCN(c2ccccc2)CC1	-29	135	-7%	7	82	75	9%	29	135
CCOC(=O)CCC(=O)NCc1ccc2[nH]c(C)cc2c1	-15	139	·	-1	98	99	·	15	139
COc1ccc(Cn2c(CCC(=O)Nc3ccccc3)nc3cccnc32)cc1	2	163	-16%	5	89	83	1%	-2	163
O=C(CSc1n[nH]c(-c2ccccc2Br)n1)NC(=O)NCc1ccco1	·	·	-10%	6	91	84	-22%	·	·
COc1cc(C(=O)Nc2cnc(NC(=O)C(C)C)cc2C)cc(OC)c1OC	8	98	0%	-8	87	95	·	-8	98
COc1ccc(CCC(=O)Nc2nc3ccccc3[nH]2)cc1	13	144	1%	·	·	·	24%	-13	144
Cc1nnc(SCC(=O)NCc2ccc3c(c2)OCO3)s1	-7	120	1%	11	102	91	0%	7	120
CCS(=O)(=O)CCSc1nc2ccccc2o1	-21	107	-3%	-4	89	93	14%	21	107
O=C1NC2(CCCCCC2)N=C1c1ccc(F)cc1	·	·	15%	-3	82	85	14%	·	·
COc1ccc(C)cc1NC(=O)C1CC(=O)N(Cc2ccco2)C1 (stereo unspecified)	1	166	7%	11	102	92	-41%	-1	166
O=C(Nc1nc(-c2ccncc2)cs1)c1ccco1	-9	140	3%	-7	66	74	-14%	9	140
O=C(Oc1ccc2ccccc2c1)c1ccco1	·	·	-16%	-13	84	97	12%	·	·
O=c1oc(-c2cc3ccccc3o2)nc2sc3c(c12)CCCC3	5	111	-26%	·	·	·	2%	-5	111
CCOC(=O)C(C)Sc1nc(N)c(NC(=O)c2ccc(OC)c(OC)c2)c(=O)[nH]1 (stereo unspecified)	5	62	-7%	8	109	101	-14%	-5	62
COc1ccc(-c2nnc(SCc3cccc(C)c3)n2N)cc1	-18	46	-6%	7	100	93	-1%	18	46

Quoted from the results shown (seven entries):
SMILES	IL1B NFkB inh	IL1B NFkB inh cell count 2 µM	Bcl-B TR3 displacers	MRP reversal	MRP reversal cytotoxicity	MRP reversal with doxorubicin	PLAP inhibitors HTS	IL1B NFkB pot	IL1B NFkB pot cell count 2 µM
O=C1NC2(CCCCCC2)N=C1c1ccc(F)cc1	·	·	15%	-3	82	85	14%	·	·
COc1ccc(C)cc1NC(=O)C1CC(=O)N(Cc2ccco2)C1 (stereo unspecified)	1	166	7%	11	102	92	-41%	-1	166
O=C(Nc1nc(-c2ccncc2)cs1)c1ccco1	-9	140	3%	-7	66	74	-14%	9	140
O=C(Oc1ccc2ccccc2c1)c1ccco1	·	·	-16%	-13	84	97	12%	·	·
O=c1oc(-c2cc3ccccc3o2)nc2sc3c(c12)CCCC3	5	111	-26%	·	·	·	2%	-5	111
CCOC(=O)C(C)Sc1nc(N)c(NC(=O)c2ccc(OC)c(OC)c2)c(=O)[nH]1 (stereo unspecified)	5	62	-7%	8	109	101	-14%	-5	62
COc1ccc(-c2nnc(SCc3cccc(C)c3)n2N)cc1	-18	46	-6%	7	100	93	-1%	18	46

Compound profiles, as listed above. Order of screens: IL1B NFkB inh | IL1B NFkB inh cell count 2 µM | Bcl-B TR3 displacers | MRP reversal | MRP reversal cytotoxicity | MRP reversal with doxorubicin | PLAP inhibitors HTS | IL1B NFkB pot | IL1B NFkB pot cell count 2 µM
`CCS(=O)(=O)CCSc1nc2ccccc2o1` in the list: -21 | 107 | -3% | -4 | 89 | 93 | 14% | 21 | 107
`COc1ccc(-c2nnc(SCc3cccc(C)c3)n2N)cc1` in the list: -18 | 46 | -6% | 7 | 100 | 93 | -1% | 18 | 46
`COc1ccc(CCC(=O)Nc2nc3ccccc3[nH]2)cc1` in the list: 13 | 144 | 1% | · | · | · | 24% | -13 | 144
`COc1ccc(C)cc1NC(=O)C1CC(=O)N(Cc2ccco2)C1` (stereo unspecified) in the list: 1 | 166 | 7% | 11 | 102 | 92 | -41% | -1 | 166
`COc1ccc(Cn2c(CCC(=O)Nc3ccccc3)nc3cccnc32)cc1` in the list: 2 | 163 | -16% | 5 | 89 | 83 | 1% | -2 | 163

Other structures:
SMILES	IL1B NFkB inh	IL1B NFkB inh cell count 2 µM	Bcl-B TR3 displacers	MRP reversal	MRP reversal cytotoxicity	MRP reversal with doxorubicin	PLAP inhibitors HTS	IL1B NFkB pot	IL1B NFkB pot cell count 2 µM
CC1=NN(c2ccc(C)c(C)c2)C(=O)C1C(c1cccc(O)c1)C1C(=O)N(c2ccc(C)c(C)c2)N=C1C (stereo unspecified)	-2	162	-2%	·	·	·	-20%	2	162
COc1nc(C)ccc1-c1noc(-c2ccncc2)n1	-18	144	·	8	90	83	·	18	144
O=C(CN1CCc2ccccc2C1)Nc1ccccc1N1CCCCCC1	2	167	4%	·	·	·	-33%	-2	167
Cc1ccc(S(=O)(=O)CNC(=S)c2ccc3ccccc3c2)cc1	-13	116	-6%	·	·	·	-7%	13	116
CC(=Nc1ccccc1)c1sc2ccccc2c1O	-6	157	43%	-35	44	78	23%	6	157
CCn1c(SCC(=O)Nc2nonc2C)nnc1-c1ccoc1C	2	174	-2%	-16	82	98	2%	-2	174
O=C(Nc1ccccc1)C12CC3CC(C1)CC(n1cnc([N+](=O)[O-])n1)(C3)C2	7	175	5%	·	·	·	5%	-7	175
CC(C)C(=O)c1cn(CC(=O)N2CCCc3ccccc32)c2ccccc12	-2	106	2%	-25	36	61	-44%	2	106
CCN(CC)c1ccc(C2C3CCCCC3(O)CCN2CC(=O)N2CCCCC2)cc1 (stereo unspecified)	3	120	6%	-2	71	73	-66%	-3	120
CCOc1ccccc1OCCCC(=O)N1CCN(S(=O)(=O)c2ccc(C)cc2)CC1	·	·	-3%	-13	71	85	-29%	·	·
Cc1ccc(NC(=O)CS(=O)CC(=O)NC(C)CCc2ccco2)cc1Cl (stereo unspecified)	5	111	-17%	15	99	84	8%	-5	111
O=CN1CCc2scc[n+]2-c2ccccc21	6	108	·	1	81	80	·	-6	108
Cc1cc(Br)ccc1OCC(=O)N1CCCCCC1	4	103	4%	6	83	77	-24%	-3	103
CCc1cc(C)c(O)c(CC)n1	0	125	-3%	-1	101	102	26%	0	125
CC(C)C(NC(=O)C1CCCCC1)C(=O)Nc1ccc2c(c1)OCCO2 (stereo unspecified)	-4	96	17%	-16	78	94	18%	4	96
CC1=C(C(=O)OCc2ccccc2)C(c2cccnc2)n2ncnc2N1 (stereo unspecified)	-17	139	3%	26	97	71	10%	17	139
Cn1c(=O)c2c(nc(SCC(=O)Nc3ccccc3N3CCCCC3)n2C)n(C)c1=O	-1	95	3%	-12	62	74	-24%	1	95
CC1CCN(CC(=O)c2c[nH]c3ccccc23)CC1	-3	163	-39%	·	·	·	15%	3	163
O=C(CN1CCCC1)N1c2ccccc2Sc2ccccc21	-21	132	-6%	·	·	·	·	21	132
COc1ccc(CCN2CC34C=CC(O3)C(C(=O)NCc3ccccc3Cl)C4C2=O)cc1OC (stereo unspecified)	-7	79	6%	9	91	83	-49%	7	79
CC1CCN(C(=O)C(C)Sc2nc(-c3ccccc3)cc(C(F)(F)F)n2)CC1 (stereo unspecified)	-2	73	-3%	-1	69	70	-52%	2	73
CC1=NC(Nc2nc(C)c3ccccc3n2)=NC(C)(C)C1	-8	160	-2%	-17	73	90	-41%	8	160
Cc1ccc(NC(=S)NCCc2c[nH]c3ccccc23)cc1	-8	174	1%	·	·	·	41%	8	174
CC(=O)c1ccc(NC(=O)Nc2ccc3c(c2)N(C)C(=O)CS3)cc1	-14	166	-32%	-5	57	62	17%	11	59
Nc1cc(OC(=O)c2cccs2)nn1S(=O)(=O)c1ccc(F)cc1	-22	89	-10%	-4	80	84	-11%	21	89
CCCC(c1nnnn1Cc1cccs1)N1CCN(C2CCCC2)CC1 (stereo unspecified)	·	·	-2%	18	93	74	-54%	·	·
Cc1ccc(CCNC(=O)c2nnn(-c3cccc(C)c3)c2N)cc1	7	111	3%	-5	94	99	10%	-7	111
O=C1CC(c2ccco2)CC(O)=C1C=NCCN1CCNCC1 (stereo unspecified)	-7	173	-2%	1	87	87	-21%	7	173
Clc1ccc(CCNc2nc3ccccc3s2)cc1	-3	156	3%	3	114	111	-8%	3	156
Cc1cccc(-n2ncc3c(N)ncnc32)c1	·	·	17%	3	75	72	8%	·	·
CCOc1ccc(CCNC(=O)CCc2nc(-c3ccc(OC)cc3)no2)cc1OCC	-1	65	-8%	2	96	94	-24%	1	65
CCOc1ccc2c(=O)c(Oc3ccccc3)c(C)oc2c1	-3	113	1%	16	101	85	25%	3	113
O=C(CCN1C(=O)C2C3C=CC(C3)C2C1=O)N1CCN(c2ccccc2Cl)CC1 (stereo unspecified)	0	116	-3%	3	87	84	-3%	0	116
CCC(C)(C(=O)Nc1ccc2c(c1)OCCO2)N(C(C)=O)c1ccc(C(N)=O)cc1 (stereo unspecified)	-11	122	-8%	10	97	88	-2%	11	122
CCn1cc(Cl)c(C(=O)Nc2nc3ccccc3n2CCN2CCCCC2)n1	-4	190	13%	4	84	79	-134%	4	190
Cc1nc(C(=O)Nc2cc(Cl)ccc2Cl)nn1-c1cc(OC(C)C)c(Cl)cc1Cl	-10	144	-18%	·	·	·	3%	11	144
Cc1ccc(Nc2c(N)c(=O)oc3ccccc23)cc1	1	102	·	-40	13	53	·	-1	102
COc1cc(CC(=O)Oc2ccc3c(c2)OCO3)cc(OC)c1OC	-3	145	-5%	-1	81	82	14%	3	145
COc1ccc(C(=O)n2nc(-c3ccc(C)cc3)nc2N)cc1OC	7	57	-6%	-28	22	50	-10%	-7	57
C=CCN1C(=O)C2(NNc3ccccc3O2)c2ccccc21 (stereo unspecified)	-8	138	-156%	-4	13	17	·	7	138
CCOC(=O)C1=NN(c2ccccc2)C(=O)/C1=C\c1ccc(N(C)C)cc1	16	106	0%	·	·	·	3%	-16	106
c1ccc(Cn2nnnc2CN2CCN(Cc3ccc4c(c3)OCO4)CC2)cc1	-8	186	-25%	-10	87	97	-34%	8	186
c1ccc(SCc2nc(-c3cccnc3)no2)cc1	-7	130	-3%	-5	94	99	-4%	7	130
CC(=O)Nc1cc(-c2nn(CC(=O)N3CCCCC3)c(=O)c3ccccc23)ccc1N1CCOCC1	0	158	-7%	8	95	87	-43%	0	158
O=C(Nc1ccccc1C(=O)NCCCn1ccnc1)c1ccc(Cl)cc1Cl	-23	139	·	0	76	76	·	23	139
O=C(CCNC(=O)Cn1ccc2ccccc2c1=O)NCCCN1CCN(c2ccccc2F)CC1	-9	142	-4%	6	86	80	-52%	9	142
O=C(CCCC(=O)OCC1CCCO1)OCC1CCCO1 (stereo unspecified)	-15	121	4%	-14	91	104	31%	15	121
CC1CCN(S(=O)(=O)c2csc(C(=O)Nc3ccccc3)c2)CC1	-21	67	5%	10	86	76	24%	21	67
Cc1ccc2c(c1)cc(CN(Cc1ccc3c(c1)OCO3)C(=O)c1ccccc1)c1nnnn12	-3	155	1%	-22	51	73	-10%	3	155
CCc1nc2ccccc2n(CCOCCn2c(=O)c(CC)nc3ccccc32)c1=O	·	·	4%	10	94	84	-13%	·	·
COC(=O)c1ccc(N2CCN(c3ccccc3)CC2)c(NC(=O)C2CC2)c1	9	128	-4%	·	·	·	4%	-9	128
CCCn1c2ccccc2c2nnc(SCC(=O)OCC)nc21	-17	94	-7%	8	93	85	-19%	17	94
Cn1cccc1CC(=O)N/N=C/c1cccc2ccccc12	9	163	-4%	·	·	·	2%	-9	163

Assay outcomes from PubChem BioAssay.
